# Assay outcomes: PubChem, several laboratories
# MC4R barr agon – activates human MC4R beta-arrestin recruitment; P32245; U2OS MC4R beta-arrestin complementation, luminescence; percent of melanotan II response, DMSO zero; activation, % at 8.9 µM; 0.98% of 360,000 active;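 active means activation above a per-plate cutoff, the mean activation of sample wells on that plate plus 3 SD, cut at about 8% in these data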
# ABHD5-PLIN5 inh – blocks binding of human ABHD5 to perilipin-5; Q00G26+Q8WTS1; Split G. princeps luciferase complementation, luminescence, 4 h; inhibition, % at 4 µM; 0.78% of 360,000 active; AID 602281;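 active means inhibition above the mean inhibition across every tested compound plus 3 SD, cut at about 22% in these data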;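 further: 0% = DMSO only wells and the 100% control is not disclosed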
# Target sequence (Q00G26 whole entry, looked up): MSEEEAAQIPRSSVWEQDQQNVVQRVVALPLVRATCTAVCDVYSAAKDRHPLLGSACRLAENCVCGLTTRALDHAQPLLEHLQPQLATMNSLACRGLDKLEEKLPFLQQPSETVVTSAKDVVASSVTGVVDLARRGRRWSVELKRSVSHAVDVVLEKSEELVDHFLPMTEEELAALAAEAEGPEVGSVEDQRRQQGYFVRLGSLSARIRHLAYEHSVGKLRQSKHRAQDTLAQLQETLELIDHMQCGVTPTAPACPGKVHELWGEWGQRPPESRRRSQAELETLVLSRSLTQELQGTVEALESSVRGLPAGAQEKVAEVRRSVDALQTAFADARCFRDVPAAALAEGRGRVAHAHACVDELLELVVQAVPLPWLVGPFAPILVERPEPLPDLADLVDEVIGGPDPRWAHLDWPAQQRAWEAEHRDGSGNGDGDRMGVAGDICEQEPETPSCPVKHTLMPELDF
# Target sequence (Q8WTS1 whole entry, looked up): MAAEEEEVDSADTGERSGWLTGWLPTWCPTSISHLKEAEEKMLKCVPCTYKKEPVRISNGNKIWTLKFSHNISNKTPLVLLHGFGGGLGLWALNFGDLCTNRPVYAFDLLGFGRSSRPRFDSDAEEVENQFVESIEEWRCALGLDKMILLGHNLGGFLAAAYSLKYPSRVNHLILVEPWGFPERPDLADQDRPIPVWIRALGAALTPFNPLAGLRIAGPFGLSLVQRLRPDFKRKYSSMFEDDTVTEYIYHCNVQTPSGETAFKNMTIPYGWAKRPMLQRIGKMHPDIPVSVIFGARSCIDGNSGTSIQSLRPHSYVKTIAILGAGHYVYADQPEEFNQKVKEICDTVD
# ABCB6 inh 2 – inhibitors of human ABC transporter ABCB6; AID 602162; Q9NP58; K562-ABCB6 porphyrin accumulation, flow cytometry, 1 h; active compounds read low; fluorescence ratio to DMSO, % at 10 µM; 0.19% of 360,000 active;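 active means fluorescence ratio to DMSO below 75%, the collection mean minus 3 SD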;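 further: signal is porphyrin accumulated inside mitochondria; 100% equals median channel fluorescence of DMSO control wells; lower ratio means ABCB6 inhibition with less porphyrin fluorescence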
# iPSC survival up – increases survival of single human iPS cells | hiPSC single-cell survival, ATPlite luminescence; 100% = ROCK inhibitor wells, 0% = DMSO | survival enhancement, % at 20 µM | 0.044% of 360,000 active; in the data active means survival enhancement above about 18%;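 further: cells exposed to compounds for 16 hours before the ATP read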
# aDG glyco act – increases alpha dystroglycan glycosylation; AID 624168; activation, % at 10 µM; Pro5-aDG cells, alpha-DG glycosylation AlphaScreen (IIH6); 0% Pro5, 100% B10-LARGE cell signal; 0.22% of 360,000 active;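 active means activation of at least 8% versus controls, or a plate z-score of at least 8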;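 further: Pro5 are CHO cells carrying HIG-tagged alpha-DG that lacks glycosylation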
# Granule exo inh – blocks lytic granule exocytosis. inhibition, % at 10 µM. 0.66% of 360,000 active. TALL-104 LAMP-1 surface exposure, flow cytometry; cells stimulated with thapsigargin and PMA;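 active means inhibition above about 55%, limit read from the data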
# HTR2A ag – mouse HTR2A agonism via beta-arrestin recruitment. CHO-K1 mHTR2A beta-arrestin complementation, luminescence; percent of 30 µM serotonin response. activation, % at 7.6 µM. 0.66% of 360,000 active. AID 624169;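 active means activation above a run cutoff, the mean activation of all tested compounds plus 3 SD, cut at about 14% in these data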;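 further: 0% = plate median of compound wells and 100% = 30 µM serotonin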
# MC4R antagonist – blocks human MC4R cAMP signaling | 0.48% of 360,000 active | MC4R-expressing cells, MTII-stimulated cAMP, LANCE TR-FRET | inhibition, % at 6.5 µM | AID 540295 | P32245;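 active means inhibition above its plate's cutoff, the mean of tested wells on that plate plus 3 SD, cut at about 29% in these data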;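 further: 0% = Melanotan II alone and 100% = Melanotan II plus saturating MCL0020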
#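 Test system: U2OS cells stably expressing human melanocortin 4 receptor (MC4R); also added: Melanotan II challenge; compound: 6.5 µM single dose; timing: 30-min compound preincubation, 1-h Melanotan II challenge, 1-h detection, room temperature; signal: Eu-cAMP/anti-cAMP TR-FRET, emission 671 nm; repeats: one well per compound, no replicates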
# H9c2 protect – modulators protecting cardiomyocytes from myocardial damage | protection from H2O2 cell death, % at 20 µM | H9c2 cardiomyocytes, H2O2 injury protection, ATPLite, 2 h | AID 588492 | 0.63% of 360,000 active;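 active means compounds giving at least 50% protection of heart cells from peroxide-induced death in the single-dose screen, raw or plate-pattern-corrected value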;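 further: 0% = DMSO wells with peroxide and 100% = DMSO wells without peroxide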
# Glyco luc inh – blocks N-linked glycosylation in D54 reporter cells; D54 ERlucT glycosylation luciferase reporter, 24 h; percent of 100 nM tunicamycin response; AID 588692; reporter increase, % at 12.5 µM; 0.23% of 360,000 active;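 active means mean luciferase reporter signal, scaled so untreated is 0 and the glycosylation-blocking control 100, at or above a set limit in every replicate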;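 further: luciferase carries N-glycosylation sites so blocking glycosylation raises the light; 0% = median of neutral control wells and 100% = median of 100 nM tunicamycin wells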
# The depositor's hits bear a star; . = no result given.
SMILES,MC4R barr agon,ABHD5-PLIN5 inh,ABCB6 inh 2,iPSC survival up,aDG glyco act,Granule exo inh,HTR2A ag,MC4R antagonist,H9c2 protect,Glyco luc inh
CCC(C)NC(=O)C(Cc1ccccc1)n1cccc1 (stereo not drawn),-0.6,10,100,0.0,0.0,1,-2,7,2,4
CCCCn1nnnc1C(c1ccccc1)N1CCN(C)CC1 (stereo not drawn),.,2,97,0.6,0.0,10,-4,.,.,.
Cc1ccc(Cc2c[nH]c(=S)s2)cc1,-2.9,-16,100,2.2,-0.2,1,0,3,3,2
CCOc1ccc(NC(=O)COc2ccccc2)c([N+](=O)[O-])c1,0.0,-1,96,-0.7,-0.4,-6,-1,3,-19,-1
COc1ccc(CC(=O)NCc2ccc(-n3cccc3)cc2)cc1OC,-1.1,-2,99,0.1,-0.1,13,2,-5,2,22
CCN(CC)CCCNC(=O)C(C)n1c2ccccc2c2nc(=O)cc(C)n21 (stereo not drawn),1.2,-6,98,0.2,0.3,-3,-5,-1,-8,0
CCN1CCN(c2cc(C)c3cc(NC(=O)c4cccc(OC)c4)ccc3n2)CC1,-1.1,1,96,-0.2,0.6,2,0,2,14,-2
CC(NC(=O)CN(C)S(=O)(=O)c1ccc(F)cc1)C1CC2CCC1C2 (stereo not drawn),-0.8,1,102,-1.0,0.2,0,3,0,10,-1
CCOC(=O)COc1cccc2c(=O)n(CC(=O)NCc3ccc4c(c3)OCO4)ccc12,-1.0,8,100,0.1,0.1,6,2,-21,-7,19
CN(C(=O)c1cccc(NC(=O)Cc2ccc(NC(=O)C3CCN(C(=O)C4CCCCC4)CC3)cc2)c1)C1CCCCC1,-0.6,3,108,2.5,0.0,-3,2,25,-10,-5
CC(C)(C)c1ccccc1NC(=O)c1cccnc1,1.0,4,109,-0.3,-0.1,0,-2,-9,3,2
COc1ccc(NC(=S)Nn2cnnc2)c(OC)c1,-1.7,-9,96,0.4,1.4,-1,7,4,-8,2
CCCCCCNCc1ccc(Br)cc1,4.4,4,95,-1.5,0.0,-2,4,-6,-1,-1
CC(C)c1ccccc1NC(=O)c1ccco1,1.0,2,100,-0.8,1.0,-4,-2,-8,-8,2
N#Cc1ccccc1S(=O)(=O)N1CCN(C(=O)CN2C(=O)NC3(CCCC3)C2=O)CC1,1.9,1,102,-0.4,0.9,-2,1,1,-6,-2
OC(CN1CCOCC1)(c1ccccc1)c1ccccn1 (stereo not drawn),1.4,-32,94,-0.8,-0.1,-3,3,-6,1,-1
c1ccc(Nc2cc(-c3ccccc3)nc3ncnn23)cc1,0.3,16,99,-2.9,-0.2,-2,-3,-9,6,7
COc1cc(NC(=O)CSCc2ccccc2)c(C(=O)O)cc1OC,0.1,-5,94,0.3,-0.2,7,5,6,4,-1
Cc1ccc(S(=O)(=O)N2CCN(C(C)C(=O)Nc3ccccc3-c3ccccc3)CC2)cc1 (stereo not drawn),-1.9,-1,101,0.6,0.7,-1,2,-5,3,-6
CN1C(=O)NC(NC(=O)c2cccs2)(C(F)(F)F)C1=O (stereo not drawn),-0.5,-4,90,-0.5,0.0,14,-2,1,5,4
Cc1ccc(C2=NNC(c3cccc(F)c3)S2)cc1 (stereo not drawn),-3.1,-4,104,-2.4,0.3,-5,-4,19,-20,-20
C=CCOc1ccc(C2OC34CCCCC3C(C#N)(C#N)C2(C#N)C(=N)O4)cc1 (stereo not drawn),-2.6,3,90,-1.4,-0.1,0,6,-6,8,.
COc1ccccc1NC(=O)C1CCN(S(=O)(=O)c2ccc3c(c2)NC(=O)CO3)CC1,-1.6,0,93,-0.6,-0.2,2,4,23,1,1
c1ccc2c(-c3cncc4ccccc34)cncc2c1,3.9,10,105,2.1,-0.2,-6,7,-2,-5,-7
COc1cc2c(cc1OC)CN(C(=O)C1(c3ccccc3)CC1)CC2,-0.9,-2,103,-4.3,0.0,2,-1,9,0,-1

# Of the compounds above, 3 have fluorine:
SMILES,MC4R barr agon,ABHD5-PLIN5 inh,ABCB6 inh 2,iPSC survival up,aDG glyco act,Granule exo inh,HTR2A ag,MC4R antagonist,H9c2 protect,Glyco luc inh
CC(NC(=O)CN(C)S(=O)(=O)c1ccc(F)cc1)C1CC2CCC1C2 (stereo not drawn),-0.8,1,102,-1.0,0.2,0,3,0,10,-1
CN1C(=O)NC(NC(=O)c2cccs2)(C(F)(F)F)C1=O (stereo not drawn),-0.5,-4,90,-0.5,0.0,14,-2,1,5,4
Cc1ccc(C2=NNC(c3cccc(F)c3)S2)cc1 (stereo not drawn),-3.1,-4,104,-2.4,0.3,-5,-4,19,-20,-20

# The list goes on:
SMILES,MC4R barr agon,ABHD5-PLIN5 inh,ABCB6 inh 2,iPSC survival up,aDG glyco act,Granule exo inh,HTR2A ag,MC4R antagonist,H9c2 protect,Glyco luc inh
COc1ccc(NC(=O)c2ccc([N+](=O)[O-])cc2[N+](=O)[O-])c(OC)c1,-3.7,-5,104,-0.6,0.5,-1,2,6,0,4
Cc1nc([N+](=O)[O-])c(Br)n1CC(=O)c1ccc(Cl)cc1,-0.7,27*,90,-1.1,-0.1,2,-2,10,-24,6
O=S(=O)(NCCOc1cccc2cccnc12)c1ccc(F)cc1,0.3,0,97,1.9,0.0,-2,1,11,10,2
CC(C)[C@@H](COc1ccccc1)N1CCN(Cc2ccccc2)CCC1=O,-2.1,-4,96,-1.0,0.3,-4,-5,12,10,-3
Cc1c(C(=O)NC(Cc2ccccc2)c2nc3ccccc3[nH]2)cccc1[N+](=O)[O-] (stereo not drawn),-0.3,2,98,1.9,0.3,1,-1,4,-1,-4
O=C(NCCc1ccccc1)c1ccc2c(c1)OCO2,1.8,-3,99,-0.3,0.0,-6,2,15,-19,-19
C=CCNC(=O)c1ccc(-c2nc(-c3ccccc3)cs2)cc1,0.4,-4,100,0.4,2.4,1,-5,8,-7,0
CCCCN(CCCC)Cc1ccc(N)cc1,-1.1,3,102,-1.8,0.2,19,3,0,0,1
CCOc1ccc(-c2n[nH]c(C)c2-c2ccccc2OC)c(O)c1,-0.1,3,109,-3.3,0.2,6,-3,4,-16,5
CCC(C)[C@H](NS(=O)(=O)c1ccc(C)cc1)C(=O)N1CCC(C(=O)N2CCC(C(=O)OC)CC2)CC1 (stereo partly drawn),-0.9,3,107,0.9,0.0,-1,-2,7,-3,-1
Cc1cccc(C)c1NC(=O)Cc1cccs1,-0.5,16,101,0.0,0.0,4,0,9,-2,0
O=C(CSc1nc(-c2ccccc2)c(-c2ccccc2)[nH]1)Nc1nccs1,2.0,-10,101,1.2,0.1,-2,-7,6,-3,0
NC(=O)COc1ccc(/C=C2\C(=O)ON=C2c2ccccc2)cc1,-4.3,-8,98,1.6,-0.1,-1,-4,6,10,4
Cc1ccc(CNC(=O)CCn2cc(-c3ccc(C)cc3)nc2CCN)cc1,0.6,0,93,-0.5,0.1,-8,-1,-4,16,1
O=C(c1ccc(F)cc1)N1CCC(C(=O)N2CCN(S(=O)(=O)c3cccc([N+](=O)[O-])c3)CC2)CC1,-3.1,0,92,-0.2,0.0,-3,5,8,6,4
CCOc1ccc(NC(=O)COC(=O)C2CCC(=O)N2)c([N+](=O)[O-])c1 (stereo not drawn),0.7,7,98,0.0,-0.2,-1,2,9,-5,2
COc1ccc(-c2cc(C(=O)N(C)CC(=O)Nc3cccc(F)c3)c3ccccc3n2)cc1OC,-1.2,-7,93,-2.2,-0.6,14,7,30*,28,4
Cc1ccc(C)c2c3c([nH]c12)-c1nonc1CC3,1.4,2,104,8.4,-0.1,-1,3,-6,-14,2
CCNc1nc(NCC)nc(N(C#N)C(C)C)n1,-1.9,3,94,-0.3,0.0,-4,20*,9,-5,2
CC1=C(CC[C@@H](C)CO)OC2CC3C4CCC5CC(O)CCC5(C)C4CC(=O)C3(C)C12 (stereo partly drawn),2.4,-6,93,-1.3,0.1,-4,-6,6,50*,-4
CSc1ncccc1C(=O)OCC(=O)N(CC(C)C)C1CCS(=O)(=O)C1 (stereo not drawn),-0.7,-2,97,-2.2,-0.1,-3,1,1,5,2
O=C(NC1CCCC1)C1C(c2ccc(C(F)(F)F)cc2)=Nc2ccccc2N1C(=O)c1ccccc1 (stereo not drawn),.,-6,.,.,0.1,-1,-6,.,.,.
C/C(CCc1ccc2c(c1)OCO2)=N\NC(=O)c1ccccc1,-1.9,-1,98,3.5,-0.2,-2,-2,-1,3,0
CC(NC(=O)c1cc2c(cc1Cl)N1CCCCCC1=NS2(=O)=O)c1ccc(S(N)(=O)=O)cc1 (stereo not drawn),-2.2,0,98,-0.3,0.0,-3,-2,-6,-1,0
O=C(Nc1cc(Cl)ccc1-n1cncn1)c1ccco1,-3.5,3,100,-0.3,-0.3,-2,0,-5,6,1
# Next part
SMILES,MC4R barr agon,ABHD5-PLIN5 inh,ABCB6 inh 2,iPSC survival up,aDG glyco act,Granule exo inh,HTR2A ag,MC4R antagonist,H9c2 protect,Glyco luc inh
COc1cc(OC)cc(C(=O)NNC(=S)NC2CC2)c1,-2.9,-7,93,2.9,0.2,2,-4,9,3,0
COc1cc(C(C)=O)ccc1OCCN1CCC(Cc2ccccc2)CC1,-1.7,5,95,0.3,1.0,56*,-6,-2,-2,3
CCN(CC(=O)Nc1c(F)cccc1F)C(=O)Cc1ccc(OC)c(S(=O)(=O)N2CCOCC2)c1,-2.0,0,103,-0.3,-0.1,5,8,9,0,1
O=C1C2CCCCC2C(=O)N1c1cccc(OS(=O)(=O)c2ccccc2)c1 (stereo not drawn),-1.2,-3,94,3.7,0.0,0,0,9,1,1
O=C(NCc1ccncc1)C(=O)NC1CC1,0.4,-2,95,-0.4,0.6,0,1,22,7,2
CCn1ccc(=N)cc1,-0.3,8,89,-0.6,0.2,-8,2,-1,4,1
CS(=O)(=O)c1ncc(Cl)c(C(=O)Nc2ccc(N3CCOCC3)cc2)n1,-2.4,60*,93,-2.3,-0.3,16,6,9,-26,-15
Cc1cccc(NC(=S)N/N=C2/CCCCc3ccccc32)c1,-3.3,-10,98,0.6,-0.5,6,-25,6,-1,-1
CCCCN(CC)C(=O)C1CCC(CNS(=O)(=O)c2cccc3nsnc23)CC1 (stereo not drawn),-0.9,-1,97,0.0,0.3,5,2,1,0,-3
COc1cc(NC(=O)NCCN2CCN(c3ccccc3)CC2)cc(OC)c1OC,1.4,-3,104,-0.7,0.1,-2,2,2,9,1
Cn1cnc2c(SCc3ccccc3)ncnc21,-2.3,2,97,2.1,-0.1,1,-1,-3,10,-3
Cc1cc(C(F)(F)F)c2c(N)c(C(=O)NC3CC3)sc2n1,1.5,-2,116,-0.2,0.0,-1,2,6,-7,3
CC(=O)Nc1ccc(S[C@@H](CCN2CC[C@H](O)CCC2=O)c2ccccc2)cc1,-0.4,-6,98,-2.3,0.2,1,-2,2,8,7
COc1ccc(Nc2ncc(C(=O)N3CCN(c4ccccc4OC)CC3)c3ccccc23)cc1,0.4,7,97,-0.1,-0.2,-3,5,2,38,1
O=C(Oc1c(Br)cc(Br)c2cccnc12)N1CCCCC1,1.3,-1,99,-0.1,-0.2,-1,-2,10,-9,-1
O=C(CCN1C(=O)c2ccccc2C1=O)c1ccccc1,1.2,-3,101,4.6,-0.1,-12,3,9,2,-1
Cc1ccc(S(=O)(=O)N(C)CC(=O)Nc2cccc(C)n2)cc1,-1.2,3,98,-1.1,3.5,1,2,3,4,.
